# HP1b binding inh: inhibitors of HP1-beta chromodomain binding to methylated histone tails. P83916. AlphaScreen HP1-beta / biotin-H3K9me3 peptide binding. Potency, µM (series often up to 114 µM), for the others: top-dose activity change, negative = inhibition, actives largely listed as inhibitors. 390,000 tested, 0.56% active. AID 540317; note: potency is the fitted concentration of half-maximal effect; nearly all actives have a fitted effect of over 70% in size; inactives centre near 23
# Target sequence (P83916 whole entry, looked up): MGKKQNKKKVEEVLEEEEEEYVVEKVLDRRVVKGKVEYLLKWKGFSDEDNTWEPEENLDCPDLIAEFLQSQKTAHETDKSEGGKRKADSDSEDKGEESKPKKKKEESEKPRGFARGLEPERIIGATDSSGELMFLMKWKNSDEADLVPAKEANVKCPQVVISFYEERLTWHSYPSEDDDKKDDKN
#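 HP1-beta protein (50 nM final) preincubated 30 min at room temperature with biotinylated H3(1-18)K9me3 peptide (50 nM) in PBS pH 7.4, 0.01% Tween-20, then compound added for 30 min. AlphaScreen streptavidin donor/nickel chelate acceptor beads (10 ug/mL final), 30 min dark, luminescence read.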
# JMJD2A Tudor inh: JMJD2A Tudor domain (human) inhibition. Potency, µM (titrated, usually from 114 µM), for the others: at the top dose activity change, negative = inhibition, hits mostly inhibitors. AID 504339. AlphaScreen JMJD2A-Tudor / H3K4me3 peptide binding. 390,000 tested, 4.4% active. O75164; note: potency is the fitted concentration of half-maximal effect; % is set by controls: 0 for no effect and ±100 for the full control effect; nearly all actives have a fitted effect of over 50% in size
# GLS inhibitor: glutaminase GLS (human) inhibition; GLS enzymatic activity, qHTS titration; Potency, µM (top dose mostly 45.5 µM), for the others: at the highest dose activity change, negative = inhibition, actives largely listed as inhibitors; 410,000 tested, 0.21% active; note: potency is the fitted concentration of half-maximal effect; % is set by controls: 0 for no effect and ±100 for the full control effect
#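 Read-out is an Amplex red fluorescence increase coupled through glutamate oxidase and HRP, measured before and after 30 min room-temperature incubation. hKGA is in 45 mM KH2PO4 (pH 8.2) with 0.02% Tween-20; glutamine added as 1mM solution.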
# Tb PGK inh: blocks T. brucei phosphoglycerate kinase; P07378; PGK/GAPDH coupled, Kinase-Glo luminescence, 60 min; Potency, µM (top dose mostly 57.5 µM), for inactives: at the highest dose activity change, negative = inhibition, usual class: inhibitors; 380,000 tested, 0.043% active; AID 602233; note: potency is the fitted concentration of half-maximal effect; % is set by controls: 0 for no effect and ±100 for the full control effect; nearly all actives have a fitted effect of over 60% in size
# Target sequence (P07378 whole entry, looked up): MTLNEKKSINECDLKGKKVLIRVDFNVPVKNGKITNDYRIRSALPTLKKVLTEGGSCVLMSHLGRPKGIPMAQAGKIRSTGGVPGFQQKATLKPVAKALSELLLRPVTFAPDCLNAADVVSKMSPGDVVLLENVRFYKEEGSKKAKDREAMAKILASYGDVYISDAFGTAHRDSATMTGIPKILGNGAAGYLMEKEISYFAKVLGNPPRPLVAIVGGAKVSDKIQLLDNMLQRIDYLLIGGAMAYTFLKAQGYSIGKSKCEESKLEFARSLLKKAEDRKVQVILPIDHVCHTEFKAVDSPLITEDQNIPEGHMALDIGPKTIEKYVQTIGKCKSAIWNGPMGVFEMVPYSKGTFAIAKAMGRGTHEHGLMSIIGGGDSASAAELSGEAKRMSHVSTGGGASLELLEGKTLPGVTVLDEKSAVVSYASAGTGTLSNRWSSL
#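 Luminescent ATP detection (Kinase-Glo Plus) follows a 60-minute room-temperature incubation, with wells lacking PGK as controls. Buffer: 100 mM TEA (pH 7.6), 5 mM MgCl2, 0.01% Tween-20. Coupling enzyme GAPDH (100 nM final) supplies unstable 1,3-BPG in-well.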
# Pin1 inhibitor: blocks the human prolyl isomerase Pin1 | Q13526 | 390,000 tested, 0.009% active | Potency, µM (doses to about 115 µM), without a hit: top-dose activity, negative = inhibition, hits mostly inhibitors | AID 504891 | Pin1 FP peptide displacement, HiFluor488, 10 min; active = well fitted inhibition curve with a large enough effect in the polarisation, with a control signal flat, not every such curve was filed as active; inconclusive = small, poorly fitted or top-dose-only effect, or effect the other way, or a change in a side signal; inactive = no such curve, though single readings can be large or run the other way; the % refers to the polarisation; note: potency is the fitted concentration of half-maximal effect; % is set by controls: 0 for no effect and ±100 for the full control effect
# G9a inh: blocks human histone lysine methyltransferase G9a. Q96KQ7. G9a H3K9 monomethylation, AlphaScreen, 2 h. Potency, µM (titrated, usually from 102 µM), for the others: at the top dose activity, negative = inhibition, hits mostly inhibitors. 350,000 tested, 8.8% active; note: potency is the fitted concentration of half-maximal effect; % is set by controls: 0 for no effect and ±100 for the full control effect; nearly all actives have a fitted effect of over 75% in size
#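 Enzyme 20 nM + cpd, 15 min RT; add b-H3K9 pep 500 nM / SAM 20 uM; 2 h RT; anti-H3K9me1 Ab 0.5 ug/mL + SA donor / anti-rabbit acceptor beads 20 ug/mL each, 10 min; AlphaScreen read.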
# PI4K2A block: blocks human PI4K2A kinase activity; 420,000 tested, 0.13% active; AID 1346378; purified PI4K2A, ADP-Glo luminescence, 1 h; stronger effect = lower value; activity change, negative = inhibition, % at 76.9 µM; in the data active = activity change below about -50%; inconclusive = mostly about -30% to -49%;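 note: -100% = wells without enzyme as full effect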
# Target sequence (Q9BTU6 whole entry, looked up): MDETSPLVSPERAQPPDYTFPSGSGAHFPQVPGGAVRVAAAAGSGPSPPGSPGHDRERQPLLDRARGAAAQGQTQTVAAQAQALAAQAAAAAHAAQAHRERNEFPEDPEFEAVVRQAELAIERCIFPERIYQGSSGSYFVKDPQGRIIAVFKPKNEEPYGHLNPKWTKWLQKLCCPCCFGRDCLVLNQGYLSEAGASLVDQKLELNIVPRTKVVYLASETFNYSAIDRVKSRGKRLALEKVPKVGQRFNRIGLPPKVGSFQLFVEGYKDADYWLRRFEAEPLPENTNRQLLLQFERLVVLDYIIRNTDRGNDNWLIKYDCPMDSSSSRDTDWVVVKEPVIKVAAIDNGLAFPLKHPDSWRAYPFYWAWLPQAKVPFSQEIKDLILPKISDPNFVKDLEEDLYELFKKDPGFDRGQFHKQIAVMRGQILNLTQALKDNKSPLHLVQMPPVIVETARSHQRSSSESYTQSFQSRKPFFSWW
#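 In this quantitative HTS, ADP production by PI4K2A was quantified luminescently after 1 h at ambient temperature; 100 microM adenosine served as plate-quality control.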
# POLH inh: DNA polymerase eta (human) inhibition. Q9Y253. recombinant Pol eta, fluorescent DNA replication assay. Potency, µM (highest dose often 114 µM), for the others: at the highest dose activity change, negative = inhibition, hits mostly inhibitors. 390,000 tested, 1.2% active; note: potency is the fitted concentration of half-maximal effect; % is set by controls: 0 for no effect and ±100 for the full control effect
#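 Pol eta (10 nM) was preincubated with compounds for 15 min at room temperature, after which fluorescent replication substrate (50 nM final) was added to start the reaction. Fluorescence was read kinetically at 0 and 10 min.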
# BAZ2B inh: inhibitors of human BAZ2B bromodomain | Q9UIF8 | 360,000 tested, 4.4% active | AlphaScreen BAZ2B-H3K14Ac peptide displacement | Potency, µM (titrated, usually from 114 µM), for inactives: at the highest dose activity change, negative = inhibition, most hits filed as inhibitors; note: potency is the fitted concentration of half-maximal effect; % is set by controls: 0 for no effect and ±100 for the full control effect; nearly all actives have a fitted effect of over 60% in size
#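 Inhibition is scored as reduced AlphaScreen emission. The BAZ2B/b-H3(5-23)K14Ac complex (50 nM each) in PBS pH 7.4, 0.01% Tween-20 meets compound (up to 110 uM) for 30 min at RT before bead addition.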
# The depositor's hits bear a star; i = inactive; ? = inconclusive; · = not tested or not shown; & = joins results of further samples; [ ] = dose if it differs, or a comment. Unless noted, calls come from the whole dose curve; as a rule, active = well fitted curve in the direction sought with a large enough effect; inconclusive = small, poorly fitted or top-dose-only effect, or another doubt; inactive = no such curve, though single readings can be large; an effect the other way counts as inactive or inconclusive.
# The line under a structure holds: HP1b binding inh	JMJD2A Tudor inh	GLS inhibitor	Tb PGK inh	Pin1 inhibitor	G9a inh	PI4K2A block	POLH inh	BAZ2B inh
CCO[C@@H]1OC(C(N)=O)=C[C@H](C2CCCCC2)[C@H]1CCCO
 : 77%[activator]	6%	-3%	-5%	-8%	22%[12.7 µM]	-3	-5%	3%
CCOc1ccc(S(=O)(=O)/N=C(/c2ccccc2)N(C)C)cc1
 : 60%[activator]	1%	-2%	i	0%	-5%	-2	-6%	5%
Cc1cc(C(=O)COC(=O)C2CCN(C(=O)c3ccc(Cl)cc3)CC2)c(C)n1CC1CCCO1 (stereo not given)
 : 1%	-15%	-14%	5%	7%	?	4	-27%	?
CCOc1ccccc1N(C(=O)Nc1cccc(Cl)c1)C1=NC(C)CS1 (stereo not given)
 : 40%[activator]	-3%	5%	-9%	-7%	-6%[59 µM]	-3	-25%	1%
O=C(NCc1ccc2c(c1)OCO2)C1CC(c2ccc(Cl)c(Cl)c2)=NO1 (stereo not given)
 : 48%[activator]	6%	-10%	-1%	-7%	21%	-8	-8%	-37%
COc1ccc(-n2nc(C(=O)NCC(=O)N3CCC(C(N)=O)CC3)c3ccccc3c2=O)cc1OC
 : 10%	-4%	2%	-8%	1%	1%	2	-15%	4%
CC(=O)c1c(C)n([O-])c2ccc(C)cc2[n+]1=O
 : 36%	-8%[57.1 µM]	8%	-3%	-8%	-9%	10	6%	13%
O=C(Nc1ccnc(-c2cccnc2)n1)c1ccccc1Cl
 : 29%	-16%	4%	-6%	3%	·	-2	-12%	0%
Cc1nnc2sc(SCc3ccc(Cl)cc3)nn2c1=O
 : 27%	-4%	6%	-1%	0%	21%	-4	-16%	-5%
O=C(C1CC1)N1CCc2cc(Br)cc(S(=O)(=O)NCCCN3CCCCC3)c21
 : -4%	-23%	-15%	-9%	-2%	-5%	-1	-23%	-33%
NC(=O)COC(=O)c1ccc(Cl)c(S(=O)(=O)N(Cc2ccccc2)c2ccc(Cl)cc2)c1
 : -10%	?	8%	-4%	11%	?	2	-25%	-1%
O=C(Nc1cccc(NC(=O)c2ccc3c(c2)OCO3)c1)c1ccccc1
 : 5%	-13%	11%	11%	-2%	7%	6	-7%	?
CCOc1ccc(CCNC(=O)COC(=O)/C=C/c2ccco2)cc1OCC
 : 6%	-20%	-1%	-20%	2%	6%	-9	-13%	-22%
O=C(COc1cc(Cl)c(Cl)cc1Cl)NC(=O)NC1CCCC1
 : 9%	-15%[11.4 µM]	-15%	-1%	?	5%	-3	-10%	?
CCc1sc(C(=O)NCCCn2ccnc2)cc1Br
 : 43%[activator]	-4%	-3%	10%	0%	·	-1	-2%	-9%
CN(C)S(=O)(=O)c1cccc(NC(=O)COC(=O)c2cc3ccccc3oc2=O)c1
 : 25%	-11%	12%	-5%	-1%	79µM*	-3	1%	18%
CCOC(=O)c1c(NC(=S)Nc2cccc(C)c2)sc2c1CC(C)(C)SC2
 : ?	?	10%	-1%	36%[activator]	?	1	-30%	?
CC(=O)N(Cc1ccc2c(c1)OCO2)C1CC(=O)N(CCc2ccccc2)C1=O (stereo not given)
 : 65%[activator]	-20%	-3%	-5%	-2%	?	-6	0%	12%
C(=C/c1nccc2c1[nH]c1ccccc12)/c1ccc2c(c1)OCO2
 : 86%&63%[activator]	-16%&5%	3%	i	?	18%[59 µM]	-5	-26%	-8%
CN1CCN(S(=O)(=O)c2ccc(NC(=O)c3ccc(F)cc3)cc2)CC1
 : 10%	-16%	6%	-7%	2%	-25%[12.7 µM]	0	-9%	-4%
CCc1cccc(C)c1NC(=O)COC(=O)CNC(=O)c1cccs1
 : 14%	-16%	2%	-12%	-7%	-30%	-1	1%	-5%
C=CCOc1ccc(/C(O)=C2\C(=O)C(=O)N(CCCOC)C2c2ccc(O)c(OC)c2)cc1 (stereo not given)
 : 22%	0%	11%	-1%	-13%	?	-5	2%	-23%
Cc1cnc(C(=O)Nc2cccc3cccnc23)cn1
 : 46%[activator]	-3%	-4%	-1%	111%[activator]	18%[59 µM]	2	-9%	8%
COc1ccc(S(=O)(=O)Nc2nc3ccccc3nc2Nc2cccc(C(=O)O)c2)cc1
 : 53%[activator]	-6%	26%	i	-20%	45µM*	-10	?	-19%[57.1 µM]
CC(NC(=O)/C=C/c1ccccc1[N+](=O)[O-])C1CC2CCC1C2 (stereo not given)
 : 14%[57 µM]	-19%	7%	i	4%	8%	-2	-24%	-29%
CCN1C(=O)[C@H]2[C@@H](c3ccc(C)cc3)N3C(=O)N(c4ccccc4)C(=O)[C@@]3(Cc3ccccc3)[C@H]2C1=O
 : 44%[activator]	-15%	-7%	i	-5%	24%	-2	-12%	-7%
CC1=NN(C(=S)Nc2ccccc2)C(C)(C)C1
 : 23%	-3%	-4%	-3%	-5%	32µM*	1	4%	11%
Nc1ccc2nc(SCc3ccccc3F)sc2c1
 : ?	25µM*	-30%	-11%	-2%	22µM*	2	-25%	?
Cc1ccc(Cl)cc1NC(=O)Cn1nnc2sc3c(c2c1=O)CCC(C(C)(C)C)C3 (stereo not given)
 : -3%	-31%	-2%	·	45%[activator]	-5%[59 µM]	5	·	-17%
CCN(CC)CCNC(=O)c1ccc(NC(=O)Cc2ccc(OC)c(S(=O)(=O)N3CCOCC3)c2)cc1
 : 31%	-8%	6%	i	-1%	·	-1	-4%	·
C=CC[C@H](CC(=O)NCCO)C(=O)N[C@H](COC(=O)[C@@H](CC=C)Cc1ccc(F)cc1)Cc1ccccc1
 : 12%	-22%	3%	3%	?	·	2	-17%	·
Cc1ccc(NC(=S)NCCc2c[nH]c3ccccc23)cc1
 : -33%	?	3%	i	-3%	39%[0.501 µM]	9	-21%	?
Cc1ccc(N2C(=O)CSC2c2ccc3c(c2)OCO3)cc1 (stereo not given)
 : 24%	-9%	9%	9%	-2%	5%	1	-11%	1%
CCOCCCn1c(SCC(=O)NCc2ccco2)nc2c(sc3ccccc32)c1=O
 : 17%	2%	·	-1%	28%	-26%	1	?	0%
COCCSc1nnc(NS(=O)(=O)c2ccccc2)s1
 : 26%	-6%	9%	-4%	-1%	28µM*	3	-19%	?
Cc1ncc(CO)c2c1Oc1nc(-c3ccccc3F)nc(SCC(=O)N(C)c3ccccc3)c1C2
 : 21%	-25%	-11%	-5%	79%[activator]	2%[0.501 µM]	-1	79µM*	?
CCOc1ccc(NC(C)=O)cc1[N+](=O)[O-]
 : 22%	-11%	-3%	i	0%	11%	6	-7%	-17%
O=C(COC(=O)C1CCN(c2ccc(C(F)(F)F)cn2)CC1)Nc1ccc(Cl)cn1
 : 22%	-19%	-12%	-2%	7%	-8%	0	-14%	-17%
N#CCSc1nc(-c2ccccc2)nc2ccc(F)cc12
 : 34%[activator]	?	1%	-3%	-6%	8%	-1	-1%	-2%
O=C(Cn1nc(-c2ccc(Cl)cc2)ccc1=O)NCCc1ccccc1
 : 54%[activator]	0%	8%	-4%	-1%	10%[59 µM]	1	-11%	3%
O=C(CN1c2cccc3cccc(c23)S1(=O)=O)Nc1ccccc1Br
 : 34%	9%	-1%	i	4%	·	5	-17%	·
CCOC(=O)c1c(-c2ccccc2)oc2ccc(OCc3ccc(C)cc3)cc12
 : 130%[activator]	107%[activator]	-9%	i	1%	132%[activator][59 µM]	-2	-11%	121%[activator]
Cc1nnc(SCC(=O)NC2CCCCCC2)n1C(C)C
 : 17%	-4%	-1%	i	0%	57%[activator]	4	6%	-10%
COC(=O)c1cc(NC(=O)[C@H](CCS(C)(=O)=O)N2Cc3ccccc3C2=O)cc(C(=O)OC)c1
 : 20%	-11%	1%	5%	1%	-39%[59 µM]	1	-7%	-39%
COc1ccc(N2CCN(C(=O)NC(=O)c3ccc(Cl)cc3)CC2)cc1
 : 19%	-16%	34%[activator]	3%	-2%	?	-1	-5%	-21%
COc1cccc(/C=N/N2CCN(Cc3ccccc3)CC2)c1O
 : -12%	?	?	-7%	3%	·	-4	-6%	?
Cc1nc2sccn2c(=O)c1S(=O)(=O)Nc1ccc(N2CCOCC2)cc1
 : 56%[activator]	-1%	50%[activator]	i	1%	?	2	-18%	-28%
Cc1oc(-c2ccc(C(=O)NCCN(C)C)cc2)nc1CS(=O)(=O)c1ccccc1
 : 19%	-6%	2%	-17%	0%	-36%[59 µM]	0	1%	-7%
CC(C)(C)NC(=O)CN1CCC(O)(c2ccc3c(c2)OCO3)CC1
 : 20%	11%	-4%	-7%	8%	22%[59 µM]	0	-10%	7%
Cc1ccc(C(=O)COC(=O)COc2ccccc2C)cc1
 : 153%[activator]	12%	-6%	0%	0%	187%[activator]	3	-24%	108%[activator]
CCOC(=O)C1=C(C)NC(SC)=NC1c1ccc(OC)cc1 (stereo not given)
 : 29%	-20%	19%	-4%	-2%	?	1	-16%	3%
COc1cc(OCc2ccc(C)cc2)ccc1CNC[C@H]1O[C@@H](n2cnc(C(N)=O)n2)[C@H](O)[C@@H]1O
 : 16%	-17%	11%	-1%	8%	·	-7	-5%	·
O=C(NNC(=O)c1ccc2c(c1)OCO2)NC1CCCCC1
 : 15%	-12%	27%	-5%	-10%	-28%[12.7 µM]	-2	-6%	3%
Cc1ccc(C)c(OCCC(=O)N2CCN(S(=O)(=O)c3cc(F)ccc3F)CC2)c1
 : 27%	-6%	5%	i	-1%	56%[activator][2.33 µM]	3	-21%	0%
Cc1cc(NC(=O)CSc2nnc(-c3ccc4c(c3)OCCO4)o2)no1
 : 41%[activator]	-13%	3%	i	19%	3%	4	-1%	?

# Screening data: PubChem, National Center for Advancing Translational Sciences (NCATS)

# The list is partial. The share of hits here may be higher or lower than overall.
